PfHsp90 yeast 2 = growth inhibition of PfHsp90-expressing yeast, primary screen, antimalarial PfHsp90 inhibitor project, S. cerevisiae, BacTiter-Glo luminescence, single point, set 2; inhibition, % at 9.4 µM; actives 0.32% (n = 310,000); BacTiter-Glo ATP, 48 h; yeast lacking PDR1 and PDR3 efflux regulators;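 active means every replicate shows inhibition above about 80%, whatever the replicate mean, limit read from the data; inconclusive means mean inhibition reaches the set limit but some replicate falls short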;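 further: 0% = DMSO neutral controls and 100% = 20 µM radicicol positive controls; yeast relying on Plasmodium falciparum Hsp90 in place of its own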
Tat export inh = E. coli Tat export inhibitors, primary screen, MC4100, TorA-mCherry reporter, fluorescence, single point. inhibition, % at 10 µM. actives 0.036% (n = 340,000). AID 488895, 2010;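 active means mean replicate inhibition at least 50% and at least half of replicates individually reaching 50%; inconclusive means only one of the two criteria met; inactive means neither criterion met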;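 further: exported cargo escapes ClpAP degradation while cytoplasmic cargo is degraded and loses fluorescence; 0% = median of neutral control wells and 100% = median of NaSCN control wells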
HTR5A inv ag = HTR5A inverse agonists in luminescence cell assay, primary screen, counter-screen for OPRM1-OPRD1 heterodimer inverse agonist project, full-deck HTS; HTR5A cell line, inverse agonism; inhibition, % at 9.3 µM; actives 0.083% (n = 340,000); in the data active means inhibition mostly above about 23%, no sharp cut-off; inactive means mostly below about 18%;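 further: 0% = cells with DMSO and 100% = no-cell wells with DMSO; some compounds called inactive have numbers as strong as hits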
Target sequence (P47898 whole entry, looked up): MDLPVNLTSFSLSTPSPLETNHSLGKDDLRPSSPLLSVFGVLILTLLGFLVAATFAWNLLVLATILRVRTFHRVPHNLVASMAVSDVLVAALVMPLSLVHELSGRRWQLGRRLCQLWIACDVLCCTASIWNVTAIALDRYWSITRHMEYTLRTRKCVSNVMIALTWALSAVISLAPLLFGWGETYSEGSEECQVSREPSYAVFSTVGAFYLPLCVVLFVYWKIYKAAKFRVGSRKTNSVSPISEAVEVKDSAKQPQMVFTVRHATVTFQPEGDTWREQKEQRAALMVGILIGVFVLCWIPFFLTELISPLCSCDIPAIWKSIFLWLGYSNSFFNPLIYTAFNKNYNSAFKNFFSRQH
PKA-R2B activ = activators of PKA-R2B holoenzyme, primary screen, biochemical, fluorescence polarization, Cy5-IP20, human | cAMP-dependent protein kinase catalytic subunit beta (Homo sapiens) + cAMP-dependent … | PKA-R2B holoenzyme dissociation; R2B truncated from residue 108, S112A mutant; 0% DMSO only, 100% 113 µM cGMP | activation, % at 11.4 µM | actives 0.079% (n = 340,000);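 active means activation above a cutoff set at the mean over all compounds plus 3 SD, cut at about 18% in these data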;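 further: higher means more holoenzyme dissociation and a rise in polarization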
Target sequence (P31323 whole entry, looked up, other chains not shown, the tested form may be a part): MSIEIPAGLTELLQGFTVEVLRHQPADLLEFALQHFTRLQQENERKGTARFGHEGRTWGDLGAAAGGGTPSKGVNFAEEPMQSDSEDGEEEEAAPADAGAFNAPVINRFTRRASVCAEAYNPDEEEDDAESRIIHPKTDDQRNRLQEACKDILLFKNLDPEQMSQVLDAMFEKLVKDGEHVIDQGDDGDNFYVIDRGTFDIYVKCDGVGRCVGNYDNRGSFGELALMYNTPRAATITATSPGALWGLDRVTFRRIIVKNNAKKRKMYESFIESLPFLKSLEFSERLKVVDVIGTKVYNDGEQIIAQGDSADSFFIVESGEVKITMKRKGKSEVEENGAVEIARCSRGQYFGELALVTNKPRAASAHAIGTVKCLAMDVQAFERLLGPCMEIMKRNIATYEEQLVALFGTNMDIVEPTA
PKA-R1A act = activators of PKA-R1A holoenzyme, primary screen, biochemical, fluorescence polarization, Cy5-IP20, bovine R1A, mouse PKAc | cAMP-dependent protein kinase type I-alpha regulatory subunit (Bos taurus) + … | AID 504707, 2011 | activation, % at 11.4 µM | actives 0.083% (n = 340,000) | PKA-R1A dissociation; scaled: DMSO 0%, 113 µM cGMP 100%;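 active means percent activation above the mean of all tested compounds plus 3 SD, cut at about 19% in these data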;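 further: higher means more PKAc released from R1A so a rise in polarization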
phage Ecoli inh = growth loss of phage-infected E. coli, primary screen, RecBCD inhibitor project, absorbance, with phage, HTS; inhibition, % at 11.9 µM; actives 0.26% (n = 360,000); AID 651602, 2012; in the data active means inhibition above about 11%
E coli growth = E. coli V3065 growth inhibition, primary screen, counter-screen for AddAB inhibitor project, absorbance, OD600 | actives 0.27% (n = 330,000) | 18 h | AID 449728, 2010 | inhibition, % at 11.9 µM;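 active means inhibition above the campaign's mean inhibition across all tested compounds plus 3 SD, cut at about 9.9% in these data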;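 further: uninfected addAB+ strain grown without phage in ampicillin broth; 0% = DMSO wells and 100% = ciprofloxacin 0.95 µg/ml wells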
OPRM1-OPRD1 inv = inverse agonists of MOR-DOR heterodimerization, primary screen, cell-based, luminescence | inhibition, % at 9.3 µM | cell-based MOR-DOR heterodimer luminescence, inverse agonism | actives 0.21% (n = 340,000) | Mu-type opioid receptor (Homo sapiens) + Delta-type opioid receptor (Homo sapiens), … | AID 504357, 2011; in the data active means inhibition above about 22%, passing the limit was not always enough;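 further: 0% = cells with DMSO and 100% = wells without cells with DMSO; values of inactives mirror those of a sister screen read the other way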
MOR-DOR ag = agonists of OPRM1-OPRD1 heterodimerization, primary screen, cell-based, luminescence; Mu-type opioid receptor (Homo sapiens) + Delta-type opioid receptor (Homo sapiens), …; cells; activation, % at 9.3 µM; actives 0.3% (n = 340,000); in the data active means activation above about 18%;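 further: 0% = vehicle-treated cells and 100% = reference agonist; values of inactives mirror those of a sister screen read the other way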
SUMO Mot1 rescue = yeast Mot1-301 growth rescue at high temperature, primary screen, SUMOylation pathway inhibitor project, S. cerevisiae, ATP luminescence, 38.5C | S. cerevisiae Mot1-301 growth rescue; percent above DMSO median, 100 means doubled | AID 2716, 2010 | growth rescue, % at 18.8 µM | actives 1% (n = 320,000);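 active means every valid replicate shows activation above 250% relative to neutral control wells; inactive means the rest, any valid replicate at or below 250%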;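 further: OY570 slx delta 5 strain wells were the positive control but not used for scaling; some compounds called inactive have numbers as strong as hits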
AddAB inh = growth inhibition of E. coli expressing H. pylori AddAB, primary screen, AddAB inhibitor project, absorbance; inhibition, % at 11.9 µM; actives 0.29% (n = 330,000); in the data active means inhibition above about 12%;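 further: 0% = vehicle wells of infected cells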
* = called active by the depositor; ? = inconclusive; . = no result given. This is a random part of the collection; any-hit rate near 2.2%.

structure,PfHsp90 yeast 2,Tat export inh,HTR5A inv ag,PKA-R2B activ,PKA-R1A act,phage Ecoli inh,E coli growth,OPRM1-OPRD1 inv,MOR-DOR ag,SUMO Mot1 rescue,AddAB inh
COC(/C=C/Nc1ccc(C)c(C)c1)=C(C#N)C#N,6,4,-20,-4,3,-0.1,-0.4,8,-1.5,-5,-0.4
COc1ccc(Cl)cc1NC(=O)CCNC(=O)OCc1ccccc1,17,3,6,-3,-13,2.1,-0.3,7,-1.1,6,0.3
COc1ccc(NC(=O)c2cccnn2)cc1,-30,-2,0,-4,-4,-0.1,0.0,16,-2.7,-16,0.6
CCOC(=O)C1C(=O)CC(C)(O)C(C(=O)OCC)C1c1ccc(OCC)cc1 (stereo unspecified),13,-1,-10,3,2,0.6,-2.0,-18,2.8,-16,2.3
NC(=O)Cn1nnc(-c2ccc(C(F)(F)F)cc2)n1,.,7,-10,-2,0,2.3,2.2,16,-3.3,4,2.8
CCOC(=O)C(NC(=O)NCc1ccc(F)cc1)(OCC)C(F)(F)F (stereo unspecified),15,2,1,0,5,1.2,-0.9,4,-0.7,-3,3.3
NNC(=O)CNC(c1ccccc1)c1cc(Br)ccc1NC(=O)c1ccccc1Br (stereo unspecified),0,-10,-10,-12,-1,-4.9,-0.9,-2,0.3,-16,1.0
Cc1ccc(-c2cc(C(F)F)nc(NCC3CCCO3)n2)cc1 (stereo unspecified),.,10,14,-9,-10,3.3,0.5,-12,2.3,28,2.8
CC(=O)Nc1ccc(NC(=O)C(C)OC(=O)C2CCN(S(=O)(=O)c3ccccc3C(F)(F)F)CC2)cc1 (stereo unspecified),.,4,-4,10,14,6.2,.,7,-1.0,.,.
CCN1CCN(S(=O)(=O)c2ccc(Br)s2)CC1,.,-6,-43,3,-11,1.6,2.1,8,-1.5,-3,-0.9
CC1(C(=O)NCCOc2ccccc2Cl)CC1(Cl)Cl (stereo unspecified),3,2,-9,-4,-11,1.0,-3.6,8,-1.6,-9,-1.7
COc1ccc2nc(-c3ccc(N)cc3)[nH]c2c1,-18,-17,-5,-6,-6,1.9,-1.3,3,-0.5,-10,-1.5

Random excerpt: 3 records from the list, in no set order.
structure,PfHsp90 yeast 2,Tat export inh,HTR5A inv ag,PKA-R2B activ,PKA-R1A act,phage Ecoli inh,E coli growth,OPRM1-OPRD1 inv,MOR-DOR ag,SUMO Mot1 rescue,AddAB inh
COC(/C=C/Nc1ccc(C)c(C)c1)=C(C#N)C#N,6,4,-20,-4,3,-0.1,-0.4,8,-1.5,-5,-0.4
CCN1CCN(S(=O)(=O)c2ccc(Br)s2)CC1,.,-6,-43,3,-11,1.6,2.1,8,-1.5,-3,-0.9
CCOC(=O)C(NC(=O)NCc1ccc(F)cc1)(OCC)C(F)(F)F (stereo unspecified),15,2,1,0,5,1.2,-0.9,4,-0.7,-3,3.3

Remaining list, next part.
structure,PfHsp90 yeast 2,Tat export inh,HTR5A inv ag,PKA-R2B activ,PKA-R1A act,phage Ecoli inh,E coli growth,OPRM1-OPRD1 inv,MOR-DOR ag,SUMO Mot1 rescue,AddAB inh
Cc1ccc(N2C(=O)CC(Cc3cccc(C)c3)C2=O)cc1 (stereo unspecified),-21,2,4,-4,7,4.3,-0.4,18,-3.5,0,2.4
OCC[C@H]1C[C@H](O)[C@@H](O)[C@@]2(Cc3ccccc3O2)O1,-11,-8,-12,-1,-6,2.1,-0.8,22,-4.8,0,2.9
CCN1C(=O)C(CC(=O)Nc2ccccc2Cl)N(NC(=O)c2cccc(F)c2)C1=S (stereo unspecified),25,4,0,-7,-14,-2.1,-3.2,8,-1.5,-3,-0.8
O=C(Nc1ccccc1NC(=O)c1c(F)c(F)c(F)c(F)c1F)c1c(F)c(F)c(F)c(F)c1F,10,-7,0,-10,-7,3.5,1.5,-86,14,5,0.7
O=C(O)c1ccccc1SC1CC(=O)N(c2cccc3ccccc23)C1=O (stereo unspecified),?,-6,-7,-9,-8,2.0,.,12,-2.4,.,.
C#CCOCCOCCOCCNc1nc(N2CCN(C(=O)[C@H]([C@@H](C)CC)n3cc([C@@H](N)Cc4ccc(O)cc4)nn3)CC2)nc(N2CCN(C(=O)[C@H](Cc3ccc(O)cc3)n3cc([C@@H](N)CC(C)C)nn3)CC2)n1,8,4,3,2,-1,4.9,-1.6,8,-1.8,-3,2.6
Cc1cc(C)c(NC(=O)CCCCCNC2CCCCC2)c(C)c1,-39,-7,-8,1,6,2.2,.,5,-1.0,26,.
Cc1c(C(=O)Nc2ccccc2F)sc2nc3n(c(=O)c12)CCC3,-11,0,-6,-2,3,2.5,0.3,16,-3.1,-1,2.5
Cc1ccc(Nc2ncnc(Cl)c2N)cc1,.,-7,9,-4,-4,2.6,.,8,-1.6,.,.
O=C(NCCS(=O)(=O)N1CCN(c2ccccc2F)CC1)c1c(F)cccc1F,.,0,11,2,-9,-1.9,2.4,0,0.0,-11,0.2
Cc1ccc2c(c1)c(C)c(C)n2CC(O)Cn1nnc2ccccc21 (stereo unspecified),.,13,-10,-1,9,3.6,0.8,-13,2.3,6,0.2
Cc1ccccc1Nc1ncnc2c1cnn2C,-13,4,-4,-13,-9,3.3,0.7,16,-3.2,-6,0.0
Cc1cc(S(=O)(=O)NCC(C)C)ccc1OCC(=O)NCc1ccccn1,-10,3,22,-3,-2,3.2,0.5,18,-3.5,-5,0.3
CCOc1cc(C(=O)NC(C)Cc2cccs2)cc(OCC)c1OCC (stereo unspecified),-1,-1,7,12,-8,1.9,1.6,5,-0.7,6,0.7
C=C(C)C1CC=C(C)/C(=N/NC(=O)COc2ccccc2C)C1 (stereo unspecified),-7,-3,11,-2,4,3.1,0.3,-44,8.3,-6,2.6
COc1ccc(Cl)cc1S(=O)(=O)N1CCN(C(=O)c2n[nH]c(=O)c3ccccc23)CC1,-12,-4,17,-11,0,1.9,-1.1,22,-4.6,11,-0.1
O=C(NCCc1ccc(F)cc1)c1ccncc1,-11,-3,-12,-3,-2,-1.8,3.2,-5,1.0,-1,1.2
C#CCOn1c(-n2nc(C)cc2C)nc2ccccc2c1=O,16,-1,-11,1,4,-3.3,-6.8,11,-2.5,27,-7.1
O=C(COc1ccccc1)N1CCN(C(=O)c2ccco2)CC1,-10,8,9,-11,9,1.6,-1.7,14,-3.1,-9,0.9
COc1cc(C)cc(CN2CCC(Cc3ccccc3)CC2)c1O,7,-1,-2,-2,2,-0.7,0.9,-4,0.7,1,0.1
Cc1ccc(S(=O)(=O)NCCC(c2ccccc2)c2ccccc2)cc1C(=O)O,-50,-2,-10,-5,4,1.7,-1.2,18,-3.5,-11,0.1
COc1ccccc1-c1cc(C(=O)N2CCOCC2)no1,-39,-4,-1,5,-2,1.9,-2.0,5,-0.8,-1,-1.1
Cc1noc(C)c1S(=O)(=O)NC1CCCc2ccccc21 (stereo unspecified),-15,-4,2,0,-1,3.7,-2.5,-11,1.9,.,-0.9
Cc1[nH]n(C(N)=S)c(=O)c1N=Nc1ccc([N+](=O)[O-])cc1Cl,-23,-21,-14,-3,-1,1.2,.,4,-0.9,4,.
COc1ccccc1/C=C/C(=O)OCCN1C(=O)c2ccccc2C1=O,-10,13,0,-10,-4,0.3,-2.2,-3,0.7,-2,0.0
Cc1ccc(NC(=O)CC(O)(C(F)(F)F)C(F)(F)F)cc1,9,7,-11,9,-4,6.2,2.4,-18,3.4,-4,1.3
c1ccc(-c2cnc(CSc3ncnc4sccc34)o2)cc1,.,9,3,-6,0,1.9,1.5,-23,4.0,12,-0.2
COc1ccc(NC(=O)CN2CCN(CC(=O)Nc3ccccc3Cl)CC2)cc1Cl,9,1,15,-10,-3,0.4,-0.9,4,-0.8,16,-0.8
CC(CCc1ccccc1)NC(=O)c1cnc(Cl)c(Cl)c1 (stereo unspecified),15,12,4,-15,-12,1.8,-2.0,-6,1.0,6,-0.1
O=C(NCc1ccccn1)c1cc(Br)ccc1Cl,-3,-3,-10,-8,-12,4.0,0.5,16,-3.2,-4,3.9
CSc1ccccc1N=Cc1nc(-c2ccccc2)oc1O,-15,-8,-1,6,-2,0.3,-3.5,-12,2.1,21,-0.3

Just AddAB inh and Tat export inh (three entries from above):
SMILES	AddAB inh	Tat export inh
O=C(NCc1ccccn1)c1cc(Br)ccc1Cl	3.9	-3
Cc1ccc(NC(=O)CC(O)(C(F)(F)F)C(F)(F)F)cc1	1.3	7
c1ccc(-c2cnc(CSc3ncnc4sccc34)o2)cc1	-0.2	9

Compound activity: PubChem, several laboratories
